DAT uptake mod: modulates human dopamine transporter uptake under cocaine; LLC-PK1 hDAT cells, [14C]-dopamine uptake with cocaine IC80; actives deviate in either direction; B-score at 10 µM; 1.3% of 110,000 active; AID 449768;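 active = Z score or B-score, a plate-position-corrected score, falls beyond the plate's 99.7% confidence bounds, in either direction; inactive = both scores lie inside the 99.7% bounds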;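 note: scored against the spread of the other compound wells on the same plate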
Target sequence (Q01959 whole entry, looked up): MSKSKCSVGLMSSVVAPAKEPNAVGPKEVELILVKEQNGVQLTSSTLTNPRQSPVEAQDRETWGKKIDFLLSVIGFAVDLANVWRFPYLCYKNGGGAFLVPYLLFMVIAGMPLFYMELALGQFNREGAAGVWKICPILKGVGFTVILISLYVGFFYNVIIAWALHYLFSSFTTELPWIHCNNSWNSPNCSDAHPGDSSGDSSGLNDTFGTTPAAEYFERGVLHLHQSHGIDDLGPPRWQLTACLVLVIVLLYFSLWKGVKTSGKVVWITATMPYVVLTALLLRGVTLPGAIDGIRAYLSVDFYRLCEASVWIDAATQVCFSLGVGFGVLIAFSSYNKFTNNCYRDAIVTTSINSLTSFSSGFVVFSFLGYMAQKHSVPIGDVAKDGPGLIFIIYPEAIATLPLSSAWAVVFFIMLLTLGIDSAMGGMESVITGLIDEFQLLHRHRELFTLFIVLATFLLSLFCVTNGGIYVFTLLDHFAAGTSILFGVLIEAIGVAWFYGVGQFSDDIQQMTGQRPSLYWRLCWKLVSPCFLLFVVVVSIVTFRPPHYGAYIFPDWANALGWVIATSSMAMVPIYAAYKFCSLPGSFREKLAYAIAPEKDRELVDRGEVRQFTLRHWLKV
cytoskel mod: modifiers of cytoskeleton assembly; inhibition, % at 2 µM; 0.18% of 91,000 active; HUVEC TNFa F-actin phalloidin imaging, high content;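 active = inhibition above the batch mean plus 3 SD and confirmed as a hit by visual image inspection, cut at about 30% in these data, passing the limit was not always enough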; note: strong numbers were not always called active
MT1-MMP txn act: activates MT1-MMP transcription; HT1080 MT1-MMP promoter luciferase reporter, luminescence, overnight; stronger effect = higher value; activation factor at 10 µM; 0.16% of 86,000 active;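 active = activation factor of at least 2 for MT1-MMP transcription at 10 µM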
VCAM1 TNFa inh: reduces TNF alpha induced VCAM1 expression in HUVEC; HUVEC TNFa-induced VCAM-1 immunofluorescence, high-content imaging; inhibition, % at 2 µM; 0.48% of 95,000 active;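 active = inhibition above the batch mean plus 3 SD, with images confirmed as a hit by eye, cut at about 37% in these data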;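 note: 0% = TNF-stimulated DMSO wells and 100% = unstimulated control wells; not every result past the cut was called active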
HUVEC tox TNFa: HUVEC cytotoxicity counter-screen, TNF alpha stimulated; HUVEC TNFalpha-stimulated, Hoechst cell count, imaging; cell count reduction, % at 2 µM; 0.17% of 93,000 active;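 active = cell count reduction exceeding the screen mean by over 5 SD, scaled to untreated wells per plate, cut at about 78% in these data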;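 note: cells counted after 24 h of TNF alpha exposure following the 1 h pretreatment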
Calb biofilm kill: kills Candida albicans biofilms. C. albicans biofilm + clotrimazole, Alamar Blue. inhibition, % at 6 µM. 0.14% of 85,000 active;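 active = inhibition above 20%; inactive = inhibition below 20%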;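 note: preformed 24 hr biofilms exposed to compound for 48 hr; 0% = biofilm without compound and 100% = blank killed by clotrimazole plus chlorhexidine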
IL1B cytotox: HUVEC cytotoxicity counter-screen, IL-1B stimulated; HUVEC cell count loss, Hoechst imaging; cell count reduction, % at 2 µM; 0.41% of 94,000 active;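 active = cell count reduction more than 3 SD above the screen-wide mean, cut at about 70% in these data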;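 note: normalized per plate to untreated control cells as the no-loss baseline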
PTPN22 inh 2: inhibitors of human LYP (PTPN22) phosphatase | 0.21% of 96,000 active | Q9Y2R2 | inhibition, % at 2 µM | recombinant LYP catalytic domain, DiFMUP fluorescence;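 active = inhibition at 2 µM at or above a set limit, the screen mean plus 3 SD, cut at about 24% in these data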;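 note: 0% = DMSO with enzyme and 100% = enzyme fully blocked by orthovanadate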
Smad3 FoxH1 inh: Smad3 (human) transcription factor binding inhibition; 0.29% of 88,000 active; TR-FRET Smad3/Dy647-FoxH1 peptide binding, europium anti-His; inhibition, % at 25 µM; P84022;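 active = compounds that reduce the energy-transfer binding signal between the protein and its labelled peptide by more than half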;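 note: 0% = Smad3 plus labelled peptide maximal FRET and 100% = peptide-only background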
Target sequence (P84022 whole entry, looked up): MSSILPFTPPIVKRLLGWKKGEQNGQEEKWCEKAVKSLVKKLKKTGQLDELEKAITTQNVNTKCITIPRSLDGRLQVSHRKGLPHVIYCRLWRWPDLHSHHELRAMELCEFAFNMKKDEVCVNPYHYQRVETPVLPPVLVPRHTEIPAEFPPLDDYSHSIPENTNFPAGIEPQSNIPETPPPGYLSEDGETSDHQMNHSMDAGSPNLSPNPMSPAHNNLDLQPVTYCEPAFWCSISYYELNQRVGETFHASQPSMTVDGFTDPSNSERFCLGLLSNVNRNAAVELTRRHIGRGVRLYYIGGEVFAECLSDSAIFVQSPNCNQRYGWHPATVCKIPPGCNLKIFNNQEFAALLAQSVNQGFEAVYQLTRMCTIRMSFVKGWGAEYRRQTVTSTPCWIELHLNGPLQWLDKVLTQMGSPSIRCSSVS
Numbers without * were called inactive; x = not tested or not shown; [ ] = remark or other dose. A portion of the library; rates above refer to the full screens.

Preview (7 entries):
Compound,DAT uptake mod,cytoskel mod,MT1-MMP txn act,VCAM1 TNFa inh,HUVEC tox TNFa,Calb biofilm kill,IL1B cytotox,PTPN22 inh 2,Smad3 FoxH1 inh
O=C(N/N=C/c1ccc(Sc2nc3ccccc3s2)c([N+](=O)[O-])c1)c1ccccn1,0.048,6,x,8,-24,x,-32,7,x
COc1ccc2c(c1)CCc1c(C(=O)NCc3ccco3)noc1-2,0.49,x,1.3,x,x,6,x,x,1
O=c1cc(N2CCc3ccccc3C2)[nH]c(=O)n1-c1ccc(Cl)cc1,1.7,8,0.9,13,-25,8,-21,-6,-8
O=C1CC(c2ccc(S(=O)(=O)N3CCN(c4ccccc4)CC3)cc2)CN1 (stereo unspecified),2.8,-2,1.1,16,0,-2,-40,-3,3
O=S(=O)(c1cc(Cl)cc(Cl)c1)N1CCCC1c1nc2ccccc2s1 (stereo unspecified),-0.62,-17,x,11,-14,x,-35,9,x
CC(NC(=O)c1ccc(S(=O)(=O)N(C)C)cc1)c1ccccc1 (stereo unspecified),-0.36,11,1.1,0,-13,-4,-6,12,13
O=C(CN1CCN(Cc2ccccc2Cl)C1=O)NC1CCCCCC1,1.7,4,x,13,-9,3,25,24,3

The whole of this part, from the start:
Compound,DAT uptake mod,cytoskel mod,MT1-MMP txn act,VCAM1 TNFa inh,HUVEC tox TNFa,Calb biofilm kill,IL1B cytotox,PTPN22 inh 2,Smad3 FoxH1 inh
O=C(N/N=C/c1ccc(Sc2nc3ccccc3s2)c([N+](=O)[O-])c1)c1ccccn1,0.048,6,x,8,-24,x,-32,7,x
COc1ccc2c(c1)CCc1c(C(=O)NCc3ccco3)noc1-2,0.49,x,1.3,x,x,6,x,x,1
O=c1cc(N2CCc3ccccc3C2)[nH]c(=O)n1-c1ccc(Cl)cc1,1.7,8,0.9,13,-25,8,-21,-6,-8
O=C1CC(c2ccc(S(=O)(=O)N3CCN(c4ccccc4)CC3)cc2)CN1 (stereo unspecified),2.8,-2,1.1,16,0,-2,-40,-3,3
O=S(=O)(c1cc(Cl)cc(Cl)c1)N1CCCC1c1nc2ccccc2s1 (stereo unspecified),-0.62,-17,x,11,-14,x,-35,9,x
CC(NC(=O)c1ccc(S(=O)(=O)N(C)C)cc1)c1ccccc1 (stereo unspecified),-0.36,11,1.1,0,-13,-4,-6,12,13
O=C(CN1CCN(Cc2ccccc2Cl)C1=O)NC1CCCCCC1,1.7,4,x,13,-9,3,25,24,3
Cc1ccc(N2CC(C(=O)Nc3nnc(C)s3)CC2=O)cc1 (stereo unspecified),-0.12,7,1,-5,-1,0,-112,-8,0[fluorescence artefact?]
Cc1noc(C)c1CSc1ccc(Br)cc1,-0.066,-8,x,-15,15,x,20,-1,x
COc1ccc(/C=N/N2CCN(C)CC2)cc1OC,1.1,13,x,12,-4,x,-3,12,x
CCOC(=O)c1ccc(Oc2cc(C)nc(SC)n2)cc1,0.42,-20,0.8,10,-7,-4,-6,-1,-16
CC(C)(C)N1CC2(c3ccccc3)CN(C(C)(C)C)CC(c3ccccc3)(C1)C2=O,0.6,7,1.2,2,-4,x,10,-5,-2
CCc1cc2c(cc3c(=O)n(CC(=O)NCCCN(CC)CC)nc(CC)n32)s1,0.49,-6,1.1,5,0,4,-9,-11,-13
Cn1c(SCc2ccon2)nc2ccccc2c1=O,-0.25,-6,1,-2,-14,2,6,-14,8
CCCNC(=O)c1ccc2snnc2c1,0.21,0,1.2,8,-35,6,-20,0,8
O=C(c1ccc2nc(-c3ccco3)c(-c3ccco3)nc2c1)N1CCN(c2ccccc2)CC1,0.25,-12,1,17,-8,9,8,6,11
Cc1ccccc1NS(=O)(=O)c1cc(C(=O)Nc2ccccc2-c2ccccc2)ccc1Cl,0.53,10,x,7,-1,x,-20,8,x
CCOCC(=O)Nc1ccc(F)c(F)c1,0.76,-8,1.2,-2,-17,7,-7,-3,3
CCOc1ccc(OCC)c(NC(=O)CN(C)S(=O)(=O)c2cccc3nsnc23)c1,0.61,1,1.1,-4,0,-3,33,9,6
CCCCSCc1[nH]c(=O)[nH]c1C(=O)CCCCC(=O)OCC,-0.036,5,1.2,-7,-14,4,-1,6,-3
CCCN(CCC)c1nc2ccccc2nc1C(C#N)C(=O)OCCOC (stereo unspecified),0.44,7,1.2,2,-3,5,-74,5,9
CN(C)S(=O)(=O)c1ccc(NC(=O)Cn2c(-c3ccccc3)noc2=O)cc1,1,-24,1.3,-4,-4,5,14,-12,6
CC(CC(=O)N1CCc2ccccc21)c1ccccc1 (stereo unspecified),0.67,-5,1.1,2,-3,5,10,-2,10
Cn1c(=O)[nH]c(=O)c2c1nc1n2CCCS1,0.89,5,1.1,-2,-2,-7,38,-6,5
CCOc1ccc(OCCOCCn2ccnc2)cc1,-0.12,-2,1,10,-19,4,x,-6,-9
COc1ccccc1CNC(=O)C(C)NS(=O)(=O)c1ccc(Br)cc1 (stereo unspecified),-0.4,9,1,12,-8,3,-41,2,0
COCC(=O)Nc1c(C(=O)Nc2ccccc2OC)oc2ccccc12,0.96,-3,1,18,7,9,-41,-3,4[fluorescence artefact?]
CCN1C(=O)c2cccc3c(S(=O)(=O)NCc4ccco4)ccc1c23,0.89,-18,1.1,22,27,4,16,11,-2
CCOc1ccc(NC(=S)N(Cc2ccc(Cl)cc2)Cc2ccco2)cc1,-0.097,-25,x,-22,22,x,15,-4,x
C=CCn1c(SCC(=O)NC(=O)NCc2ccco2)nc2sc(CC)cc2c1=O,0.68,x,1.2,x,x,5,x,x,3

Another view of part of the listing above.
O=C(c1ccc2nc(-c3ccco3)c(-c3ccco3)nc2c1)N1CCN(c2ccccc2)CC1
  DAT uptake mod: 0.25
  cytoskel mod: -12
  MT1-MMP txn act: 1
  VCAM1 TNFa inh: 17
  HUVEC tox TNFa: -8
  Calb biofilm kill: 9
  IL1B cytotox: 8
  PTPN22 inh 2: 6
  Smad3 FoxH1 inh: 11
Cc1ccccc1NS(=O)(=O)c1cc(C(=O)Nc2ccccc2-c2ccccc2)ccc1Cl
  DAT uptake mod: 0.53
  cytoskel mod: 10
  MT1-MMP txn act: x
  VCAM1 TNFa inh: 7
  HUVEC tox TNFa: -1
  Calb biofilm kill: x
  IL1B cytotox: -20
  PTPN22 inh 2: 8
  Smad3 FoxH1 inh: x

The list continues.
Compound,DAT uptake mod,cytoskel mod,MT1-MMP txn act,VCAM1 TNFa inh,HUVEC tox TNFa,Calb biofilm kill,IL1B cytotox,PTPN22 inh 2,Smad3 FoxH1 inh
O=C(Nc1cccnc1)c1ccccc1O,0.98,9,1.1,10,-14,7,-18,2,7
Cc1cccc(C)c1NC(=O)C(C)c1ccc(-c2ccccc2)c(F)c1 (stereo unspecified),0.31,6,x,-3,9,x,22,7,x
O=C(CN1C2=NCCCN2c2ccccc21)c1cccs1,0.19,15,1,14,-30,6,6,-6,-3
COC(=O)c1ccc(NC(=O)Cn2nnc3ccccc32)cc1,0.57,-12,1.6,16,10,x,8,4,x
CCCN(CCC)CCNC(=O)C(NS(=O)(=O)c1ccc2c(c1)CCC(=O)N2)c1ccccc1 (stereo unspecified),-2,3,1.1,1,3,8,-3,-7,-3
O=C(c1ccc2nc(N3CCOCC3)sc2c1)N1CCC(Cc2ccccc2)CC1,0.6,-15,x,-4,-7,5,-1,-9,-14
O=C(NCc1ccc2c(c1)OCO2)C1(S(=O)(=O)c2ccccc2)CC1,1.2,-5,1,7,-1,5,-2,-5,2
O=C(O)CCCCCCC1C(=O)NC(=O)N1CCC(O)C1CCCCC1 (stereo unspecified),0.11,x,1,x,x,10,x,x,-10
C[C@@H](C(=O)NCc1ccccc1)N1C(=O)C2CC=CCC2C1=O (stereo partly specified),0.028,8,1.2,-2,-17,-2,5,-9,2
COc1ccc(C(=O)N[C@H](C(=O)Nc2ccc(OC)nc2)C(C)C)cc1,-0.64,8,x,-1,8,-7,-7,-7,5
COc1ccc(OC)c(NC(=O)CSCc2cnn(-c3ccccc3)c2-n2cccc2)c1,-0.49,x,1.1,-3,20,-4,2,-3,0
O=C(Nc1ccc2c(c1)OCCO2)c1cnc2n(c1=O)CCS2,-0.0036,5,1.4,1,-17,8,0,4,8
COc1ccccc1N1CCN(C(=O)c2cc3n(n2)C(C(F)(F)F)CC(c2ccco2)N3)CC1 (stereo unspecified),0.79,x,1.1,x,x,0,x,x,-2
Cc1oc(-c2ccc(Cl)cc2)nc1CN1CCCC(C(=O)NCc2ccco2)C1 (stereo unspecified),0.87,-3,1.1,-22,-10,9,12,6,-9
CN(Cc1ccccc1)S(=O)(=O)c1ccc2c(c1)OCCO2,-0.98,14,1,6,-23,3,5,14,6

(further entries)
The line under a structure holds: DAT uptake mod	cytoskel mod	MT1-MMP txn act	VCAM1 TNFa inh	HUVEC tox TNFa	Calb biofilm kill	IL1B cytotox	PTPN22 inh 2	Smad3 FoxH1 inh
CN(C)S(=O)(=O)N1CCN(CC(=O)Nc2cc(Cl)ccc2Cl)CC1
    0.036	x	1	x	x	0	31	-2	5
Cc1cc(C)cc(NC(=O)Cn2ncn3c(cc4ccccc43)c2=O)c1
    0.021	16	1.3	10	-16	5	70	15	4[fluorescence artefact?]
CNCCCNCc1ccc(SC)cc1
    -0.67	-22	x	6	-4	x	3	-3	x
Cc1ccc(-n2c(C)cc(/C=N/NC(=O)CC3(C)OCCO3)c2C)cc1
    1.6	-8	1.1	18	3	7	-13	-5	0
Cc1cc(Oc2nnnn2-c2ccccc2)ccc1Cl
    -0.52	12	x	17	-20	4	-23	9	-6
CC(=O)Nc1cccc(-c2csc(Nc3cccc(C)n3)n2)c1
    -0.0026	-28	x	-15	6	x	4	-3	x
O=C(/C=C/c1ccc(Cl)cc1)NCCSc1ccccc1
    x	-1	x	-9	17	x	-82	11	x
CC(OC(=O)C1CCCO1)C(=O)NC1CCCC1 (stereo unspecified)
    0.14	4	1.1	12	-26	2	-9	0	1
COc1cccc2c1OC1(C)CC2NC(=O)N1 (stereo unspecified)
    -1.4	-5	1.1	12	-8	7	-3	-14	2
Cc1cccc(OCC(=O)Nc2ccc3c(c2)OCCO3)c1
    -0.014	7	1	0	-11	6	-3	-3	-15
COCCn1c(=S)[nH]c2ncccc2c1=O
    -0.22	18	1	-51	-16	7	-53	-15	-1
CC(C)CNC(=S)NC1CCCC1
    0.92	-5	x	0	-7	x	-7	5	x
Cc1ccc(C(=O)NC2CCCCCC2)o1
    0.3	-12	1.4	-14	3	0	-39	-8	7
Cc1cccc(N2CCN(C(=O)C(Cc3ccccc3)n3cccc3)CC2)c1C (stereo unspecified)
    -0.12	-10	x	19	-39	3	-27	4	4
C(=N\C(/N=C/c1ccco1)c1ccco1)/c1ccco1
    -0.96	x	1.3	x	x	10	x	x	6
CCOC(=O)c1sc(NS(=O)(=O)c2ccc(NC(C)=O)cc2)nc1C
    0.037	-3	1.1	-3	-3	-3	41	0	13
CC1CCCC(C)N1S(=O)(=O)c1ccc(S(=O)(=O)NCCc2ccncc2)cc1 (stereo unspecified)
    -0.55	-9	1.1	18	3	4	-2	-1	-4
CSc1nnc(C)c(/C=C/Nc2ccc(C)cc2)n1
    -1	0	x	-24	7	x	5	8	x

Screening results deposited in PubChem by several laboratories.
